# Screening results as filed in PubChem BioAssay.
# All columns: NCI-60 one-dose screen, growth in % after 48 h at 10 µM unless noted; 100 = growth as untreated, 0 = no growth, -100 = all killed.
# OVCAR-4 – OVCAR-4 ovarian cancer cells; 80,000 tested, 3.7% active
# OVCAR-5 – OVCAR-5 ovarian cancer; 82,000 tested, 2.9% active
# OVCAR-3 – OVCAR-3 ovarian cancer. 79,000 tested, 7% active. AID 1794787
# NCI-H522 – NCI-H522 lung cancer. AID 1794739. 78,000 tested, 8% active
# NCI/ADR-RES – NCI/ADR-RES ovarian cells | 81,000 tested, 4.4% active | AID 1794790
# NCI-H23 – NCI-H23 lung cancer | 80,000 tested, 4% active | AID 1794731
# OVCAR-8 – OVCAR-8 ovarian cancer | 81,000 tested, 4.4% active
# SK-OV-3 – SK-OV-3 ovarian cancer cells. 80,000 tested, 3.2% active. AID 1794785
# IGROV1 – IGROV1 ovarian cancer | 79,000 tested, 4.7% active
# The depositor's hits bear a star; . = no result given; & = joins results of further samples; ! = not confirmed by another sample. How the source made its calls: active means growth percent below 10; inactive means the rest. Outcome played no part in choosing rows (roughly 11% active in at least one column).
molecule	OVCAR-4	OVCAR-5	OVCAR-3	NCI-H522	NCI/ADR-RES	NCI-H23	OVCAR-8	SK-OV-3	IGROV1
Nc1ncnc2c1ncn2C1OC(COC(c2ccccc2)(c2ccccc2)c2ccccc2)C(O)C1O (centres undefined)	95.2	85.7	106.2	97.4	89.2	89.8	96.7	122.9	107.5
O=C1c2cccnc2C(=O)c2c1c(C(=O)NCCCc1ccccc1)c1ccccn21	74.0	105.6	35.7	41.6	72.9	65.7	68.9	76.5	64.7
O=C(CCc1nnc2sc(CS)nn12)c1nc2ccccc2[nH]1	102.1	110.5	107.7	101.3	109.2	96.7	109.4	104.6	95.9
O=C(O)Cc1ccc(SSc2ccc(CC(=O)O)cc2)cc1	102.5	95.4	108.8	92.1	104.8	99.1	97.3	98.1	101.3
O=C1CCc2c(sc3[nH]c(=S)n(Cc4ccccc4)c(=O)c23)C1	21.8	9.6*	9.2*	2.0*	4.6*	0.5*	14.3	22.2	34.2
CNC(=O)Nc1ccncc1	95.5	75.7	155.0	103.2	94.5	90.6	107.8	99.7	98.9
O=C1N(CCO)C=C(S(=O)(=O)c2ccccc2)C2=NCCCN12	110.3	96.9	104.1	99.6	101.5	100.6	104.7	109.3	97.1
O=c1[nH]c2cc(Cl)c(Cl)cc2o1	106.0	113.0	101.6	102.9	116.3	107.5	103.9	107.0	138.4
CCOc1ccc2nc3cc(N)ccc3c(N)c2c1	49.2&56.6	99.6&94.1	22.8&35.3	0.9*!	71.8&88.4	40.5&46.3	29.6&28.9	76.5&61.0	99.4&69.9
C[C@@H](O)[C@H]1C(=O)N2C(C(=O)O)=C(SCCN=CN)C[C@H]12	-2.1*	3.5*	-15.0*	.	-13.9*	-1.6*	-10.1*	2.2*	-5.2*
Nc1c(C(=O)Nc2cccc(Cl)c2)sc2ncc(Br)cc12	9.2*	84.1	54.5	65.2	.	79.5	87.1	61.0	70.0
Cc1ccc(/C=N/Nc2nc(Nc3ccccc3)nc(Nc3ccc(S(N)(=O)=O)cc3)n2)cc1	69.6	84.5	.	89.5	100.8	76.7	69.2	110.3	53.4

# Taken from above.
# `Nc1ncnc2c1ncn2C1OC(COC(c2ccccc2)(c2ccccc2)c2ccccc2)C(O)C1O` (centres undefined) – OVCAR-5 = 85.7
# `CNC(=O)Nc1ccncc1` – IGROV1 = 98.9

# (cont.)
molecule	OVCAR-4	OVCAR-5	OVCAR-3	NCI-H522	NCI/ADR-RES	NCI-H23	OVCAR-8	SK-OV-3	IGROV1
C#CCOc1ccccc1C(OC(=O)c1ccc(OC)c(OC)c1)C(=O)NC(C)(C)C(C)(C)C (centres undefined)	91.1	89.6	99.5	77.2	90.8	81.2	93.2	93.2	67.5
O=S(=O)(c1ncsc1-c1ccccc1)N1CCN(c2ccc(F)cc2)CC1	90.3	100.2	.	88.5	95.4	107.3	100.7	100.2	99.6
CCN(Cc1ccc(CN(CC)C(=O)c2sc3ccccc3c2Cl)cc1)C(=O)c1sc2ccccc2c1Cl	90.0	90.6	94.2	70.7	83.2	86.4	94.7	79.6	97.1
O=[N+]([O-])c1ccc(-c2ccc(Br)cc2)cc1	97.3	103.8	110.3	72.7	104.0	100.9	94.3	112.6	.
CC[C@@H]1NC(=O)[C@H]([C@H](O)[C@H](C)C/C=C/c2ccc(CN3C(=O)C(C)=C(C)C3=O)cc2)N(C)C(=O)[C@H](C(C)C)N(C)C(=O)[C@H](CC(C)C)N(C)C(=O)[C@H](CC(C)C)N(C)C(=O)[C@@H](C)NC(=O)[C@H](C)NC(=O)[C@H](CC(C)C)N(C)C(=O)[C@H](C(C)C)NC(=O)[C@H](CC(C)C)N(C)C(=O)CN(C)C1=O	74.4	75.9	76.7	61.9	76.5	82.6	78.5	83.4	68.6
CCOC(=O)C1=C(c2ccccc2)N=C2Sc3c(-c4ccc(Br)cc4)nc(N)nc3N2C1c1ccc(O)c(OC)c1 (centres undefined)	99.4	97.9	103.0	95.2	106.0	95.9	99.5	97.4	88.5
CCCCCCCCc1ccc(C(=O)Nc2ccc(C)cc2C(=O)O)cc1	99.8	108.6	94.0	73.2	94.1	85.2	94.1	100.5	83.9
O=C(CSc1ncccc1C(=O)O)Nc1ccc(Oc2ccccc2)cc1	89.4	108.3	109.4	105.1	100.2	103.9	103.2	100.3	104.3
O=C(N[C@@H](C1CC1)C(F)(F)F)c1cc(-c2cnn3cc(-c4ccc(F)cc4)cnc23)cs1	79.0	90.4	85.1	52.8	79.8	91.9	76.8	118.9	81.3
C=CCn1c(SCC(=O)Nc2ccc(C(=O)/C=C/c3ccc(Cl)cc3)cc2)nnc1-c1ccc(Cl)cc1	94.8	103.7	89.1	68.4	80.5	82.8	87.9	92.0	79.5
CCCC(N)(C(=O)O)C1CCCC1 (centres undefined)	101.4	101.6	115.3	116.7	101.1	113.1	96.3	105.3	112.2
COc1cc(C(=O)/C=C/c2c(Cl)nc3sc(C)nn23)cc(OC)c1OC	119.2	109.3	106.7	80.7	96.2	95.8	98.2	102.0	101.2
O=C(Nc1cccc(Cl)c1)Oc1c(Cl)c(Cl)c(OC(=O)Nc2cccc(Cl)c2)c(Cl)c1Cl	101.2	113.0	107.2	25.5	100.8	94.1	96.2	92.3	100.4
Nc1nonc1-n1nncc1-c1ccc2c(c1)OCO2	111.1	108.4	121.5	92.4	95.3	99.0	101.1	99.0	113.9
C#C[C@]1(O)CC[C@H]2[C@@H]3CC=C4c5sc(N6CCCCC6)nc5CC[C@]4(C)[C@H]3CC[C@@]21C	101.8	96.7	95.2	102.6	95.2	97.1	99.6	121.8	114.6
CC(=O)OCCCCCNc1ccccc1	92.8	97.5	104.6	95.1	101.6	101.2	108.4	108.9	118.0
NC/C(=C/F)COc1ccc2nc(NCc3cccnc3)oc2c1	86.6	112.7	122.4	.	111.0	92.8	102.2	109.9	86.4
COC(=O)[C@H](Cc1ccccc1)NC(=O)COc1c(OC)c(OC)cc2oc(-c3cccc(C(=O)Nc4ccc(Cl)cc4)c3)cc(=O)c12	99.9	93.8	114.4	87.3	102.2	.	100.3	147.6	97.3
COc1cc(CNC(=O)/C=C/C=C/c2ccc3c(c2)OCO3)ccc1OCc1cn(-c2ccc(Cl)c(Cl)c2)nn1	-62.7*	-19.8*	-62.8*	5.7*	15.9	-34.1*	11.3	.	6.6*
O=c1c2ccccc2n(CC(O)CN2CCCC2)c2ccccc12 (centres undefined)	103.8	108.9	107.1	104.2	112.0	106.7	106.3	112.3	90.9
O=C(Nc1ccc(F)cc1F)c1cc(Br)ccc1O	-0.8*	-7.8*	0.1*	-12.2*	1.6*	-12.6*	8.6*	-21.8*	15.5
O=C(O)c1ccc(Nc2ccnc(SCC(=O)c3ccc([N+](=O)[O-])cc3)n2)cc1	108.3	97.4	108.5	92.7	103.6	95.5	102.1	105.2	99.2
CCCCc1ccc(N2CCC(=S)NC2=S)cc1	101.7	104.5	106.9	87.4	99.1	99.0	98.9	101.0	106.2
C=C(CBr)[C@@H]1CC[C@]2(COC(C)=O)CC[C@]3(C)[C@H](CC[C@@H]4[C@@]5(C)CCCNC(C)(C)[C@@H]5CC[C@]43C)[C@@H]12	50.8	87.3	33.7	31.1	48.9	37.7	40.4	72.5	60.1

# Four of the compounds above, field by field:
Cc1ccc(/C=N/Nc2nc(Nc3ccccc3)nc(Nc3ccc(S(N)(=O)=O)cc3)n2)cc1
  OVCAR-4 = 69.6	OVCAR-5 = 84.5	OVCAR-3 = .	NCI-H522 = 89.5	NCI/ADR-RES = 100.8	NCI-H23 = 76.7	OVCAR-8 = 69.2	SK-OV-3 = 110.3	IGROV1 = 53.4

O=C(O)Cc1ccc(SSc2ccc(CC(=O)O)cc2)cc1
  OVCAR-4 = 102.5	OVCAR-5 = 95.4	OVCAR-3 = 108.8	NCI-H522 = 92.1	NCI/ADR-RES = 104.8	NCI-H23 = 99.1	OVCAR-8 = 97.3	SK-OV-3 = 98.1	IGROV1 = 101.3

O=C(Nc1cccc(Cl)c1)Oc1c(Cl)c(Cl)c(OC(=O)Nc2cccc(Cl)c2)c(Cl)c1Cl
  OVCAR-4 = 101.2	OVCAR-5 = 113.0	OVCAR-3 = 107.2	NCI-H522 = 25.5	NCI/ADR-RES = 100.8	NCI-H23 = 94.1	OVCAR-8 = 96.2	SK-OV-3 = 92.3	IGROV1 = 100.4

O=C(N[C@@H](C1CC1)C(F)(F)F)c1cc(-c2cnn3cc(-c4ccc(F)cc4)cnc23)cs1
  OVCAR-4 = 79.0	OVCAR-5 = 90.4	OVCAR-3 = 85.1	NCI-H522 = 52.8	NCI/ADR-RES = 79.8	NCI-H23 = 91.9	OVCAR-8 = 76.8	SK-OV-3 = 118.9	IGROV1 = 81.3

# Next part
molecule	OVCAR-4	OVCAR-5	OVCAR-3	NCI-H522	NCI/ADR-RES	NCI-H23	OVCAR-8	SK-OV-3	IGROV1
Fc1ccc(/C=N/NC(=S)Nc2ccc(C(F)(F)F)cc2)cc1	92.6	111.9	87.8	71.9	97.2	87.6	87.5	92.2	75.7
Cc1nn(-c2ccc(F)cc2)c2ncnc(NN)c12	82.2	107.6	67.8	89.7	96.2	81.0	98.7	92.0	76.5
COC(=O)[C@]12CC[C@@H](C)[C@H](C)[C@@H]1C1=CC[C@@H]3[C@@]4(C)C(C=O)=C[C@@](C)(COC(=O)c5ccco5)[C@@H]4[C@H](O)C[C@@]3(C)[C@]1(C)CC2	-0.3*	-20.9*	-75.5*	-47.9*	0.3*	-13.5*	-3.2*	18.7	5.2*
O=C1C=CC(O)=CC1=P(c1ccccc1)(c1ccccc1)c1ccccc1	94.0	74.7	102.2	81.8	101.5	94.6	92.4	91.5	.
O=C(CCN1C(=O)CCC1=O)Nc1ncc(Cc2cc(Cl)ccc2Cl)s1	98.9	104.0	109.9	89.5	103.0	105.3	102.9	106.8	108.2
CCOC(=O)c1cc2nc(OCC)nc(OCC)c2[nH]1	106.1	120.0	131.6	98.0	112.8	105.3	100.3	104.8	103.0
COc1cc(CNC(=O)/C=C/c2ccc3c(c2)OCO3)ccc1OCc1cn(-c2ccc(Br)cc2)nn1	83.6	92.3	109.3	89.8	84.3	88.3	98.5	79.5	84.2
O=C(Cn1nncc1CN1C(=O)CSC1=O)Nc1ccc(Cl)cc1	104.8	107.6	110.6	97.6	111.2	100.5	100.9	89.1	102.4
O=S(=O)(Oc1ccc(Br)cc1)c1ccccc1	101.6	109.3	113.0	86.8	98.3	99.3	109.6	111.3	99.8
C=C1C(=O)O[C@H]2[C@H]1CC/C(COC(=O)NCc1ccc(Cn3c(=O)sn(CCCCl)c3=O)cc1)=C\CC[C@@]1(C)O[C@@H]21	15.2	69.8	-87.9*	-89.7*	103.8	70.8	43.7	91.9	-36.3*
N#Cc1c(N)nc(Nc2nc3ccccc3[nH]2)nc1-c1ccc(Cl)cc1	115.9	107.1	127.2	90.4	106.9	101.1	102.2	88.4	98.7
NS(=O)(=O)c1ccc(CCn2c(-c3c(F)c(F)c(F)c(F)c3F)nc(-c3ccccc3)c2-c2ccccc2)cc1	108.6	109.2	.	102.0	106.0	103.2	104.5	110.1	110.2
Cn1cc(-c2nc(N)nnc2-c2c[nH]c3ccc(Br)cc23)c2cc(Br)ccc21	109.9	79.9	26.8	11.6	46.5	48.7	57.8	72.4	43.7
c1cnc2n[nH]c(Nc3ncnc4c3sc3ncccc34)c2c1	102.5	93.2	110.7	82.1	103.6	82.4	96.8	101.8	109.3
O=[N+]([O-])c1ccc2c(c1)-c1ccccc1C2O (centres undefined)	108.8	104.1	111.8	84.1	104.5	94.2	99.3	101.8	131.2
O=C(CN1CCN(Cc2ccccc2)CC1)Nc1nc(-c2cc3ccccc3oc2=O)cs1	75.4	84.4	96.0	90.5	96.6	101.8	92.1	109.1	79.7
COc1ccc(Cl)c(C(C)=O)c1	122.6	97.6	111.7	103.3	110.8	98.7	103.6	119.2	133.7
COC(=O)[C@]12CC[C@@H](C)[C@H](C)[C@@H]1C1=CC[C@@H]3[C@@]4(C)C(C=O)=C[C@@](C)(COC(C)=O)[C@@H]4[C@H](O)C[C@@]3(C)[C@]1(C)CC2	9.8*	-28.3*	-85.7*	-35.0*	2.9*	-12.8*	-1.0*	6.1*	2.8*
CCC(CC)N1C(=O)/C(=c2\sc3n(c2=O)NC2C(N=3)N(CC)C(=O)N2CC)c2ccccc21 (centres undefined)	63.6	57.3	31.5	62.7	26.3	44.1	81.6	95.7	44.7
C#CC(CCC)N(C)C (centres undefined)	104.0	104.4	112.6	92.1	105.4	103.0	104.8	108.1	109.5
Cc1cnc2nc(NN)[nH]n12	103.7	100.6	.	93.1	103.5	104.3	98.0	102.3	97.6
Cc1cc(N=Nc2ccccc2)ccc1O	88.2	103.9	98.6	95.9	110.0	115.6	87.4	101.7	81.0
O=C(/C=C/c1ccco1)c1ccc(F)cc1	106.5	109.1	102.0	105.1	101.9	104.6	115.8	117.5	117.8
O=C(N/N=C/c1c(Cl)cccc1Cl)c1cccc(Nc2ccnc(C(F)(F)F)c2)c1	69.3	108.1	136.7	87.0	102.2	89.7	89.9	101.6	.
CN(C)C(=O)SC1=C(c2c(Cl)cccc2Cl)C(=O)c2ccccc21	-11.6*	106.2	-81.5*	-74.3*	99.1	70.6	51.7	109.5	119.5
COc1ccc(-n2nc(C(=O)NCC(=O)Nc3nc4cc(OC)ccc4s3)c3ccccc3c2=O)cc1	-20.4*	44.6	3.5*	-9.8*	1.8*	19.5	-12.4*	-18.5*	-3.7*
COc1ccc(/C=C(\C)C(=O)O)cc1	102.9	107.7	100.4	92.1	102.1	99.3	105.3	100.6	104.9
Cc1cccc(NC(=O)CN2CCN(c3cc(=O)n(-c4ccccc4)c4ccccc34)CC2)c1	31.8	102.4	84.1	70.0	90.0	69.1	80.1	85.2	60.2
